Source: PubChem BioAssay
Myeloid diff 2 = induction of myeloid progenitor differentiation, primary screen, cell-based, flow cytometry, MLPCN library; ER-HoxA9 myeloid progenitors, lysozyme-GFP differentiation; calls only at 10 µM; 360,000 compounds, 1% hits; AID 624256, 2012;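 active = normalized GFP-positive differentiation at or above the plate's own cutoff, the solvent-only control mean plus 3 SD; inconclusive = no clear call, values can overlap the other calls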;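 also: cells exposed to compound for four days before flow analysis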
LYP inhibition = inhibitors of LYP phosphatase, biochemical, fluorescence intensity, uHTS (AID 1779); 290,000 compounds, 0.054% hits; recombinant LYP phosphatase, fluorescence intensity; higher % means a stronger effect; inhibition, % at 11.5 µM; hits with a dose series show IC50 in µM; in the data active = inhibition above about 50%;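 also: plate controls were vehicle with enzyme for no effect and no enzyme for full effect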
Myeloid diff 2 GFP+ MAC1+ % = recorded beside Myeloid diff 2, whose call it bears; GFP+ MAC1+ double positive, %; measured here: differentiation confirmed by MAC1 staining
* marks the source's active call; other numbers are inactive results; i = inactive; ? = inconclusive; · = not tested or not shown; + = active, no number; ! = not active in a repeat. This is a subset (hit frequency here may not be typical).

SMILES | Myeloid diff 2 | Myeloid diff 2 GFP+ MAC1+ % | LYP inhibition
CC(=O)C1=C(O)C(=O)N(c2ccc(Br)cc2)C1c1cccc([N+](=O)[O-])c1 (configuration not stated) | i | 0.4 | -6%
O=C(Nc1ccc2c(c1)C(=O)OC2)c1ccc(C(F)(F)F)cc1 | i | 0.4 | -10%
CCC(=O)Nc1nnc(SCC(=O)NCc2ccc3c(c2)OCO3)s1 | i | 0.5 | -3%
Cc1nnsc1S(=O)c1ccccc1Cl (configuration not stated) | i | 0.4 | -3%
Cc1cc(NC(=O)CC2Oc3ccccc3NC2=O)ccc1Br (configuration not stated) | i | 0.2 | 6%
Cc1ccccc1NC(=O)CN(C)S(=O)(=O)c1ccc(-c2ccc(=O)[nH]n2)s1 | ? | · | -14%
CCCCNC(=O)c1cc(S(=O)(=O)N2CCCCC2)oc1C | i | 1.5 | -10%
Cc1ccc(S(=O)(=O)c2nc(-c3ccccc3)oc2N2CCC(C(N)=O)CC2)cc1 | i | 5.0 | -4%
CC(=O)C(C)n1c(CN2CCN(C(=O)c3ccco3)CC2)nc2c1c(=O)n(C)c(=O)n2C (configuration not stated) | i | 0.0 | -13%
CCOc1ccc(CCNC(=O)COC(=O)/C=C/c2ccc(OC)c(OC)c2)cc1OCC | i | 1.5 | -5%
Cc1c(Cc2ccccc2)c(=O)oc2c(C)c(OCC(=O)N3CCC(C(=O)O)CC3)ccc12 | i | 1.6 | -9%
COc1ccc(COCC(O)CN2CCCC(C(F)(F)F)C2)cc1 (configuration not stated) | i | 2.0 | -3%

Reprinted from the part before: 4 entries; new compounds follow.
SMILES | Myeloid diff 2 | Myeloid diff 2 GFP+ MAC1+ % | LYP inhibition
CC(=O)C(C)n1c(CN2CCN(C(=O)c3ccco3)CC2)nc2c1c(=O)n(C)c(=O)n2C (configuration not stated) | i | 0.0 | -13%
CCOc1ccc(CCNC(=O)COC(=O)/C=C/c2ccc(OC)c(OC)c2)cc1OCC | i | 1.5 | -5%
Cc1c(Cc2ccccc2)c(=O)oc2c(C)c(OCC(=O)N3CCC(C(=O)O)CC3)ccc12 | i | 1.6 | -9%
COc1ccc(COCC(O)CN2CCCC(C(F)(F)F)C2)cc1 (configuration not stated) | i | 2.0 | -3%
NC(=S)c1cc2cc(Cl)ccc2oc1=O | i | 0.5 | 0%
CSCCC(NC(=O)c1ccccc1Br)C(=O)N1CCCC(C(F)(F)F)C1 (configuration not stated) | i | 0.4 | -7%
O=C(C1CCCN(c2ncnc3c2nc2n3CCCCC2)C1)N1CCN(c2cccc(Cl)c2)CC1 (configuration not stated) | i | 11 | -7%
O=C(Nc1cccc(-c2ccc(F)cc2)c1)C1CCCN(C(=O)c2cscn2)C1 (configuration not stated) | i | 3.6 | -4%
COc1ccccc1NC(=O)c1ccc[n+]([O-])c1 | i | 0.5 | -9%
Cc1ccc(C)c(SCC(=O)NNC(=O)c2csc(N3CCOCC3)n2)c1 | i | 1.0 | -12%
CC(=O)c1ccc(S(=O)(=O)NC2CC2)cc1 | i | 2.4 | -7%
O=C(Nc1nnc(S(=O)(=O)N2CCCCCC2)s1)c1ccccc1F | i | 2.6 | -4%
Cc1cccc(Nc2nc(-c3ccc(F)cc3)cs2)n1 | i | 0.5 | -2%
CC(=O)N1c2ccc(S(=O)(=O)N3CCC(C(=O)NC4CCCCC4C)CC3)cc2CC1C (configuration not stated) | i | 3.7 | 0%
CC(C)Nc1ccc(C(CC(N)=O)NC(=O)c2ccccc2)cc1[N+](=O)[O-] (configuration not stated) | i | 2.6 | -6%
COC(=O)c1cc(Cl)cc2c(C)c(C3(O)CCCCC3)[nH]c12 | i | 0.2 | -11%
COc1cc(OC)c(OC)cc1CNC(=O)CCN1C(=O)c2cccc([N+](=O)[O-])c2C1=O | i | 0.3 | -9%
Cc1ccc(C)c(S(=O)(=O)N2CCN(C(=O)c3cccnc3)CC2)c1 | i | 0.5 | -8%
O=C(NC1CCCCC1)N1CCN(c2ccc([N+](=O)[O-])cc2)CC1 | i | 2.1 | -2%
CCc1nc2ccccc2c(C(=O)Nc2ccc(F)cc2)c1C | i | 0.5 | -8%
CC(=O)c1cc(C)ccc1OC(=O)CN1C(=O)c2ccccc2C1=O | i | 0.4 | -7%
Cc1nn(CC(=O)N2CCC(N3CCCCC3)CC2)c(=O)c2c1sc1ccccc12 | i | 11 | 1%
COc1ccc(NC2CCCN(C(=O)c3ccc4nc(C)c(C)nc4c3)C2)cc1OC (configuration not stated) | i | 1.6 | -7%
COc1ccc(CCNC(=O)C(=O)NCC2OCCN2S(=O)(=O)c2ccc(OC)c(OC)c2)cc1 (configuration not stated) | i | 0.9 | -6%
CCc1nnc(NC(=O)CCN2C(=O)C3CCCCC3C2=O)s1 (configuration not stated) | ? | · | -9%
CSc1ccc(S(=O)(=O)NC2CC3CCC2C3)cc1 (configuration not stated) | i | 0.8 | -6%
COc1cc(C(=O)NCCCCCCNC(=O)c2cc(OC)c(OC)c(OC)c2)cc(OC)c1OC | i | 0.2 | -7%
CCC(=O)N1CCCC(C(=O)c2ccc(-c3ccccc3)cc2)C1 (configuration not stated) | i | 0.2 | -3%

Part of the list above, reformatted.
Cc1cccc(Nc2nc(-c3ccc(F)cc3)cs2)n1
- Myeloid diff 2 = i
- Myeloid diff 2 GFP+ MAC1+ % = 0.5
- LYP inhibition = -2%
CC(=O)N1c2ccc(S(=O)(=O)N3CCC(C(=O)NC4CCCCC4C)CC3)cc2CC1C (configuration not stated)
- Myeloid diff 2 = i
- Myeloid diff 2 GFP+ MAC1+ % = 3.7
- LYP inhibition = 0%
CC(C)Nc1ccc(C(CC(N)=O)NC(=O)c2ccccc2)cc1[N+](=O)[O-] (configuration not stated)
- Myeloid diff 2 = i
- Myeloid diff 2 GFP+ MAC1+ % = 2.6
- LYP inhibition = -6%

The results go on.
SMILES | Myeloid diff 2 | Myeloid diff 2 GFP+ MAC1+ % | LYP inhibition
c1ccc(CCc2cn(C[C@H]3CC[C@@H]([C@@H]4CC[C@H](Cn5cc(CCc6ccccc6)nn5)O4)O3)nn2)cc1 | i | 0.3 | -5%
Cc1cccc(OC(=O)c2cccnc2)c1 | i | 0.8 | -11%
CC1Cc2ccccc2N1C(=O)c1ccc2c(c1)OCO2 (configuration not stated) | i | 2.4 | -5%
Cc1ccc(C(=O)Nc2ccncc2)cc1[N+](=O)[O-] | i | 0.6 | -8%
Cc1ccc(NC(=O)[C@@H]2CCC(=O)N2C2OC(=O)c3ccccc32)cc1Cl (some centres not stated) | i | 1.4 | -8%
COc1ccccc1NC(=O)Nc1ccnn1C1CCN(C(=O)c2cccnc2)CC1 | i | 4.1 | -9%
Cc1cc(NC(=O)CCC(=O)N(c2cccc(F)c2)C(C(=O)NC2CCCC2)c2ccc(C)o2)no1 (configuration not stated) | i | 0.7 | -3%
CC1CC(C)CN(S(=O)(=O)c2ccc(NC(=O)C3CC(=O)N(Cc4ccccc4)C3)cc2)C1 (configuration not stated) | i | 1.5 | -6%
CCCCc1cc(=O)oc2c(C)c(OCC(=O)N3CCC(C(=O)O)(c4ccccc4)CC3)ccc12 | i | 1.8 | 4%
O=C(NCc1ccco1)/C(=C\c1ccco1)NC(=O)c1ccccc1Cl | i | 1.6 | -2%
O=S(=O)(Nc1ccccc1C(F)(F)F)c1ccc(-c2ccccn2)s1 | i | 0.2 | 3%
Cc1cc(C)n2nc(C(=O)Nc3cccc(S(=O)(=O)N(C)c4ccccc4)c3)nc2n1 | i | 0.4 | -4%
CC1(c2ccccc2Br)NC(=O)N(CC(=O)Nc2ccc(S(N)(=O)=O)cc2)C1=O (configuration not stated) | i | 2.9 | -14%
CCCn1c2ccccc2c2cnn(CC(=O)NC3CCCCC3)c(=O)c21 | i | 3.5 | -4%
Cc1ccccc1N(C(=O)CNC(=O)c1ccco1)C(C(=O)NC1CCCC1)c1ccncc1 (configuration not stated) | i | 0.7 | -8%
COc1ccc(C(CC(=O)Nc2cc(C)ccn2)N2Cc3ccccc3C2=O)cc1 (configuration not stated) | i | 0.3 | -4%
CCCn1nc(NC(=O)c2cccs2)c2cc3cc(C)ccc3nc21 | i | 0.4 | 6%
Cc1ccnc(NC(=O)CCC(=O)N(CC(=O)NC(C)(C)C)c2ccc3c(c2)OCO3)c1 | i | 0.2 | -8%
CCc1ccc(NC(=O)CS(=O)CC(=O)Nc2ccc(N3CCOCC3)cc2)cc1 (configuration not stated) | i | 0.4 | -10%
Cc1nc2cc(-c3ccccc3)[nH]n2c(=O)c1C | i | 0.4 | -13%
CC(=O)N1CCOc2ccc(S(=O)(=O)N3CCC(C(=O)NCc4ccccc4)CC3)cc21 | i | 2.1 | -6%
C/C=C(\C)CN1CCC(Oc2ccc(C(=O)NCc3ccccn3)cc2)CC1 | i | 2.4 | 1%
Cc1cccc(C(=O)Nc2ccc(NC(=O)CN3CCOCC3)cc2)c1 | i | 2.3 | -6%
O=C1C2CCCN2C(=S)N1c1ccc(Cl)cc1 (configuration not stated) | i | 2.0 | -3%
Cc1cccc(C)c1-n1ncc(C(=O)NC2CCCC2)c1C1CCNCC1 | i | 5.9 | -10%
CC(Oc1ccc2c3c(c(=O)oc2c1)CCCC3)C(=O)NC1CC(C)(C)NC(C)(C)C1 (configuration not stated) | i | 2.3 | -2%
O=C(Nc1cccc(-n2cnnn2)c1)c1cccs1 | i | 2.2 | -12%
Cc1nn(CC(=O)NC(C)CCc2ccccc2)c(=O)c2nn(-c3ccccc3)c(C)c12 (configuration not stated) | ? | · | -10%
CCCCOc1ccc(/C=N/NC(=O)c2nnn(-c3nonc3N)c2C)cc1 | i | 0.8 | -15%
COc1cccc(CNC(=O)c2cc(S(=O)(=O)N3CCOCC3)cn2C)c1 | i | 11 | -16%
CCOc1ccc(N(C(=O)CNC(=O)c2ccco2)C(C(=O)NCC2CCCO2)c2ccccc2)cc1 (configuration not stated) | i | 0.7 | -9%
COc1ccc(N2CCN(S(=O)(=O)c3c(C)noc3/C=C/N(C)C)CC2)cc1 | i | 1.8 | 0%
Cn1c(-c2ccccc2)cnc1NCc1ccccc1 | i | 1.2 | -8%
CCOc1ccc(NS(=O)(=O)c2ccc(NS(=O)(=O)c3cccs3)cc2)cc1 | i | 3.9 | -5%
O=[N+]([O-])c1ccccc1-c1ccc(CN2CCN(c3ccccc3)CC2)o1 | i | 0.7 | -7%
CC(CNC(=O)c1ccc(OC2CCN(Cc3ccccn3)CC2)cc1)c1ccccc1 (configuration not stated) | i | 0.9 | -8%
O=C(/C=C/c1ccccc1F)N1CCN(c2ccccn2)CC1 | i | 0.4 | -8%
Cc1cccc(NC(=O)/C(C#N)=C/c2cccc([N+](=O)[O-])c2)n1 | i | 0.3 | -6%
Cn1cc(C(=O)O)c(-c2ccc3c(c2)OCCCO3)n1 | i | 0.3 | -6%
CCCn1c(=O)n(CC(=O)NCC2CCCO2)c(=O)c2c3c(sc21)COC(C)(C)C3 (configuration not stated) | i | 0.5 | -11%
O=C(O)/C=C/C(=O)Nc1ccc(S(=O)(=O)Nc2nccs2)cc1 | i | 2.4 | -4%
Cc1ccc(C(=O)N/N=C\c2cccnc2)s1 | i | 1.0 | -5%
COc1ccc(CCN2CC(C(=O)N(C)C3CCOCC3)CCC2=O)cc1 (configuration not stated) | i | 2.0 | -10%
CCCC(=O)Nc1nnc(/C=C/c2ccccc2)s1 | i | 0.4 | -10%
CCn1c(SCC(=O)Nc2ccc3c(c2)OCCO3)nnc1-c1cccnc1 | i | 0.4 | -6%
CCOc1ccc(C(C(=O)NCCOC)N(CCOC)C(=O)CCC(=O)Nc2ccccn2)cc1 (configuration not stated) | i | 0.8 | -8%
O=C(/C=C/c1ccccc1[N+](=O)[O-])N1CCc2ccccc2C1 | i | 1.4 | -12%
Cc1cc(C)cc(N(CC(=O)NC2CCCC2)C(=O)CCC(=O)Nc2nc(C)cs2)c1 | i | 1.1 | -4%

Profiles as entered above. Screens in order: Myeloid diff 2, Myeloid diff 2 GFP+ MAC1+ %, LYP inhibition
Record of `CCOc1ccc(C(C(=O)NCCOC)N(CCOC)C(=O)CCC(=O)Nc2ccccn2)cc1` (configuration not stated) → i, 0.8, -8%
Record of `CCCC(=O)Nc1nnc(/C=C/c2ccccc2)s1` → i, 0.4, -10%
Record of `CCn1c(SCC(=O)Nc2ccc3c(c2)OCCO3)nnc1-c1cccnc1` → i, 0.4, -6%

Continued:
SMILES | Myeloid diff 2 | Myeloid diff 2 GFP+ MAC1+ % | LYP inhibition
N#C/C(=C\c1ccc2c(c1)OCCO2)C(=O)Nc1nccs1 | i | 1.3 | -8%
O=c1[nH]cccc1-c1nc2ccccc2n1Cc1cccc(Cl)c1 | i | 0.1 | -7%
CC(C)C(=O)N(Cc1ccccc1)S(=O)(=O)c1ccc2c(c1)oc(=O)n2C | i | 0.4 | -11%
COc1cc(/C=C/C(=O)c2ccc3c(c2)OCCO3)cc(OC)c1OC | i | 0.0 | -1%
Cc1ccc(C(=O)Nc2cccc(C(F)(F)F)c2)cc1Nc1cncnc1 | +! | 8.5*! | -10%
COc1cccc(C2/C(=C(/O)c3ccc4c(c3)OCO4)C(=O)C(=O)N2CCN2CCOCC2)c1 (configuration not stated) | i | 0.6 | -4%
Cc1ccc2[nH]c(C(=O)N3CCN(C=O)CC3)cc2c1 | i | 0.5 | -5%
Cc1cc(Cl)c2oc(C(=O)NCCN3CCOC3=O)c(C)c2c1 | i | 0.0 | -6%
CCC(C)(C)NC(=O)C(c1ccc(O)cc1)N(Cc1ccco1)C(=O)CCC(=O)Nc1ccccn1 (configuration not stated) | i | 0.8 | -11%
O=C(CN1C(=O)c2ccccc2C1=O)N1CCN(S(=O)(=O)c2ccccc2)CC1 | i | 0.9 | -11%
COc1ccccc1NC(=O)COc1ccc2ccccc2c1 | i | 3.4 | -5%
CCC(C(=O)Nc1cc(OC)c(NC(=O)c2ccccc2)cc1OC)c1ccccc1 (configuration not stated) | i | 0.4 | -3%
